# Bioassay records (PubChem)
# mIAP block – inhibitors of mouse IAP, primary screen, biochemical, luminescence, uHTS. purified mouse IAP, CDP-Star luminescence, 30 min. inhibition, % at 10 µM. actives 0.2% (n = 330,000). AID 2806, 2010;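 active means inhibition of at least 40% at 10 µM in the primary screen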;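 further: plate controls were DMSO with enzyme for no effect and no enzyme wells for full effect; values of inactives mirror those of a sister screen read the other way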
# mIAP activ – activators of mouse IAP, primary screen, biochemical, luminescence, uHTS. activation factor at 10 µM. intestinal alkaline phosphatase [Mus musculus]. AID 2805, 2010. muIAP, CDP-Star luminescence, 30 min; stronger effect = higher value; 1 = vehicle-only enzyme signal, 0 = enzyme-free wells. actives 0.24% (n = 330,000);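 active means activation factor of at least 2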; further: the source names both 10 and 20 µM as test concentration; values of inactives mirror those of a sister screen read the other way
#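 System: mouse IAP enzyme. Reagent: CDP-Star chemiluminescent phosphatase substrate. Benchmarks: DMSO wells, no-enzyme wells. Times: 30 min enzyme-substrate-compound incubation at room temperature. Detection: luminescence from enzymatic CDP-Star hydrolysis. Doses: test compounds delivered from DMSO solution.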
# hIAP block – human IAP inhibitors, primary screen, biochemical, luminescence, uHTS. Intestinal-type alkaline phosphatase (Homo sapiens), P09923. purified IAP, CDP-Star luminescence, 30 min. inhibition, % at 10 µM. actives 0.12% (n = 330,000). AID 2544, 2010;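 active means inhibition reaching a set limit with compound at 10 µM in the primary screen, cut at about 35% in these data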;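 further: plate controls were DMSO wells with enzyme for no effect and no-enzyme buffer wells for full effect; values of inactives mirror those of a sister screen read the other way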
# Target sequence (P09923 whole entry, looked up): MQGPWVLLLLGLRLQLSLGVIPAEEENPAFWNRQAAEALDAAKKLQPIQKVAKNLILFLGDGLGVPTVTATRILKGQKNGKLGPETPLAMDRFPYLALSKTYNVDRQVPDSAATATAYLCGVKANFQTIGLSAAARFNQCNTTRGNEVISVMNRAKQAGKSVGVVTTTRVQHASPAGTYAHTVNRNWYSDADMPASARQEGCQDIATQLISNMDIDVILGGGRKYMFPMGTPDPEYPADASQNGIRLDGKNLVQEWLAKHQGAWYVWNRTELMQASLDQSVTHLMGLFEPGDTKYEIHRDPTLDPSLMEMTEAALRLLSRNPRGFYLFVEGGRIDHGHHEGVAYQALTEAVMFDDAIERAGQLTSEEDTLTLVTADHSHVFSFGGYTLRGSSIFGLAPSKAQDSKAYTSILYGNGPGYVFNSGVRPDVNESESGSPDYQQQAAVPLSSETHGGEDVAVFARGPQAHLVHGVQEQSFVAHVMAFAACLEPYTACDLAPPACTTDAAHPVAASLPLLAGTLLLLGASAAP
# tim10-1 inh – growth inhibitors of tim10-1 mutant yeast, primary screen, luminescence, uHTS; S. cerevisiae tim10-1 ts strain growth, BacTiter-Glo, 24 h; inhibition, % at 20 µM; actives 2.2% (n = 330,000); AID 463190, 2010;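 active means inhibition of at least 40%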;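 further: mutant grown at 25 °C; 0% = DMSO wells with yeast and 100% = wells holding no yeast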
# hIAP act – human IAP activators, primary screen, biochemical, luminescence, uHTS. actives 0.16% (n = 330,000). purified human IAP, CDP-Star luminescence, 30 min; stronger effect = higher value; 1 = vehicle-only enzyme, 0 = enzyme-free background. activation factor at 10 µM. Intestinal-type alkaline phosphatase (Homo sapiens), P09923. AID 2524, 2010;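 active means activation factor of the enzyme at least 2-fold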; further: the source names both 10 and 20 µM as test concentration; values of inactives mirror those of a sister screen read the other way
# NALP3 yeast inh – NALP3 inflammasome inhibitors in reconstituted yeast, primary screen, luminescence, uHTS | Yeast reconstituted NLRP3/ASC/caspase-1, beta-gal luminescence, 24 h | inhibition, % at 10 µM | actives 0.39% (n = 330,000);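 active means inhibition of 50% or more; inactive means inhibition below 50%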;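 further: plate controls were induced DMSO wells for no effect and uninduced yeast grown without galactose for full effect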
# Apaf-1 inh – inhibitors of human Apaf-1 apoptosome, primary screen, biochemical, DEVD-Rh110 fluorescence, uHTS. reconstituted apoptosome caspase-3 activity. Apoptotic protease-activating factor 1 (Homo sapiens), O14727. inhibition, % at 20 µM. actives 0.71% (n = 330,000); active means inhibition of at least 40% at 20 µM;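 further: plate controls were DMSO wells for no effect and DEVD-CHO caspase inhibitor wells for full effect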
#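 System: reconstituted apoptosome with Apaf-1, cytochrome c, caspase-9, procaspase-3, dATP; Signal: Rh110 fluorescence intensity; Schedule: 30 min compound preincubation, 50 min activation, room temperature; Reagent: cytochrome c trigger plus (Z-DEVD)2-Rh110 caspase-3 substrate.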
# TIM10 inh – growth inhibitors of isogenic TIM10 control yeast, primary screen, counter-screen for tim10-1 yeast inhibitor project, luminescence, uHTS; S. cerevisiae TIM10 strain growth, BacTiter-Glo luminescence, 24 h; inhibition, % at 10 µM; actives 1.4% (n = 330,000);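 active means inhibition of 40% or more at the single tested concentration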;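 further: wild-type TIM10 isogenic control strain grown at permissive 25 °C; 0% = DMSO yeast wells and 100% = minimal medium wells without yeast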
# ATG4B inh – ATG4B protease inhibitors, primary screen, biochemical, fluorescence, uHTS; actives 0.51% (n = 340,000); Cysteine protease ATG4B (Homo sapiens), Q9Y4P1; inhibition, % at 8.33 µM; ATG4B cleavage of LC3-PLA2, NBD-HPC fluorescence, 1 h; AID 504462, 2011; in the data active means inhibition above about 40%
# Target sequence (Q9Y4P1 whole entry, looked up): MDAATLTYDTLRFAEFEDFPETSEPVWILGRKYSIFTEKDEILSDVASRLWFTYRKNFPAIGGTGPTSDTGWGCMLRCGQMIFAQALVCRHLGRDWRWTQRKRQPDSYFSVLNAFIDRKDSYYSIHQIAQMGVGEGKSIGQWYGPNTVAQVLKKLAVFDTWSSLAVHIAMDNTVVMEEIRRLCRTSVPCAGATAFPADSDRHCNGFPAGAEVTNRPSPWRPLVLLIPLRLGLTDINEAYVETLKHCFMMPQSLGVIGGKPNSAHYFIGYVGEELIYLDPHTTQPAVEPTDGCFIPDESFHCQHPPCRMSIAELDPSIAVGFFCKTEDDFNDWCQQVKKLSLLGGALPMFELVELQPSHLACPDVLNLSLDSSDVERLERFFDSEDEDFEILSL
# An asterisk follows results filed as active; x = not tested or not shown. Rows were taken by chance, and some 4.5% of all compounds hit somewhere here.
canonical_smiles	mIAP block	mIAP activ	hIAP block	tim10-1 inh	hIAP act	NALP3 yeast inh	Apaf-1 inh	TIM10 inh	ATG4B inh
CCCCNC(=O)N(CC)c1c(N)n(Cc2ccccc2)c(=O)[nH]c1=O	13.8	0.862	-0.4	10.2	1	4.6	-5.9	2.4	-5.5
O=C(NCCC(=O)N1CCNC1=O)OCc1ccccc1	-7.1	1.07	4.6	-14.6	0.954	7.9	-13.1	-4.6	-4.7
Cc1ccc(S(=O)(=O)c2cc(C#N)c(=O)[nH]c2N)cc1	0.6	0.994	16.4	5.3	0.836	1.9	-1.2	10.9	-3.6
O=C(NC1CCCCCC1)C1CCC(=O)N(Cc2ccccc2F)C1 (centres undefined)	1.1	0.989	9.0	20.6	0.91	18.2	9.4	1.9	-1.7
Cc1nn(Cc2ccccc2Cl)c(C)c1NC(=O)c1ccn(C)n1	5.6	0.944	-5.5	20.3	1.05	4.3	-15.6	-4.3	3.0
COC(=O)c1ccc(CO/N=C(\NC(C)=O)c2nonc2NC(C)=O)cc1	-15.2	1.15	-20.7	0.7	1.21	-7.8	-2.4	-16.8	-0.5
C=CCn1c(SCC(=O)NCC)nnc1-c1cc2c(s1)CCC(CC)C2 (centres undefined)	1.6	0.984	-8.4	27.9	1.08	4.9	-1.9	10.9	-3.0
CN(C)C(=O)c1ccccc1Sc1ccc(Cl)cc1Cl	-19.6	1.2	-7.3	35.3	1.07	11.2	21.7	5.8	-8.4
Cc1cc(Cn2nnc3ccccc32)c(O)c(C(C)(C)C)c1	-5.0	1.05	5.4	31.9	0.946	1.5	14.0	-3.4	1.4
Cc1cc(C)n2nc(C(=O)N/N=C/c3ccccc3Cl)nc2n1	1.5	0.985	12.7	-18.0	0.873	22.3	2.3	-2.6	-0.6
O=C(Nc1ccccc1)C1CCN(C(=O)c2ccco2)CC1	5.5	0.945	-18.8	-20.0	1.19	10.0	-5.4	-1.5	-2.2
CCOC(=O)c1c(NC(=O)CSc2nnc(Cc3csc(N)n3)n2C)sc(C)c1C	0.3	0.997	4.8	8.2	0.952	6.9	-1.2	12.7	-29.7
COc1ccc(/C=C/C(=O)NC(=S)Nc2ccccn2)cc1	3.6	0.964	-12.9	10.5	1.13	12.9	-0.9	7.6	-2.1
COc1cccc2sc(N(CCCN(C)C)C(=O)c3ccc(S(=O)(=O)N4CCCc5ccccc54)cc3)nc12	0.0	1	3.6	32.2	0.964	9.3	19.2	26.6	8.9
CC1CCN(CC(=O)NC2CCCCC2)CC1	-3.3	1.03	7.2	2.5	0.928	14.7	1.8	1.4	2.7
COC(=O)[C@H](C)N(Cc1ccc(Cl)c(Cl)c1)S(=O)(=O)CCN1CCN(c2ccccc2)CC1	7.4	0.926	x	12.3	x	x	23.8	5.9	x
CC1SC(c2ccc(Cl)cc2)NC1=O (centres undefined)	0.8	0.992	1.6	-6.4	0.984	-1.6	-1.1	6.2	1.5
O=C1NC(=O)c2cc(NC(=O)C3COc4ccccc4O3)ccc21 (centres undefined)	8.3	0.917	-0.3	22.9	1	7.0	1.3	19.2	-0.7
COc1ccc(OC)c(C2=C[N+](=O)C(C)(C)C(C)(C)N2[O-])c1	7.9	0.921	-22.2	4.0	1.22	17.2	-4.7	-2.2	3.9
CCOC(=O)N1CCN(S(=O)(=O)N2CCCC(C(=O)NCCc3ccccc3)C2)CC1 (centres undefined)	-13.5	1.14	-60.6	5.0	1.61	13.8	-6.1	-5.8	-5.5
O=C(COC(=O)c1ccc(F)cc1Cl)NC1CCCCCCC1	6.9	0.931	-9.5	18.5	1.09	26.0	5.0	22.9	9.6
CCOC(=O)c1cnn(-c2ccccc2)c1-n1cccc1C(=O)C(=O)Nc1ccccc1C(F)(F)F	7.9	0.921	8.9	28.7	0.911	3.8	13.9	19.1	8.0
Cc1ccccc1OCc1nnc(SCC(=O)NC2CCCCC2)o1	-3.9	1.04	3.2	9.2	0.968	6.2	3.5	16.3	-7.9
CCNC(=S)NCc1ccc(OC)c(OC)c1	-7.3	1.07	-5.3	3.2	1.05	-3.3	-12.0	-4.9	-0.3
COc1ccc(CN2CCN(CCCc3ccccc3)C(CCO)C2)c(O)c1 (centres undefined)	-7.5	1.07	-0.6	1.5	1.01	19.2	5.1	-4.8	-8.6
C=C(C)CN=C1SC(C(=O)Nc2sc3c(c2C(=O)OC)CCC3)C(N)=C1C(N)=O (centres undefined)	18.5	0.815	1.0	33.8	0.99	-10.7	17.1	4.5	-20.7
COC(=O)CCC(=O)NNC(=O)CCCOc1ccc(Cl)cc1Cl	8.4	0.916	7.4	12.5	0.926	10.7	-19.6	2.8	-5.0
COc1cccc(-n2c(-c3ccc4[nH]c(C)c(C)c4c3)n[nH]c2=S)c1	-6.8	1.07	-31.1	-13.1	1.31	20.9	6.1	0.5	-6.3
CSc1nc(Cc2ccccc2)cc(=O)[nH]1	0.0	1	-6.7	0.7	1.07	6.0	6.2	-10.6	-3.5
CCN(CC)CC(=O)c1c[nH]c2ccc(OC)cc12	-0.2	1	-6.2	4.1	1.06	6.1	-8.8	-7.9	-14.3

# Quoted at random: three compounds from above
canonical_smiles	mIAP block	mIAP activ	hIAP block	tim10-1 inh	hIAP act	NALP3 yeast inh	Apaf-1 inh	TIM10 inh	ATG4B inh
C=CCn1c(SCC(=O)NCC)nnc1-c1cc2c(s1)CCC(CC)C2 (centres undefined)	1.6	0.984	-8.4	27.9	1.08	4.9	-1.9	10.9	-3.0
COc1ccc(/C=C/C(=O)NC(=S)Nc2ccccn2)cc1	3.6	0.964	-12.9	10.5	1.13	12.9	-0.9	7.6	-2.1
CCN(CC)CC(=O)c1c[nH]c2ccc(OC)cc12	-0.2	1	-6.2	4.1	1.06	6.1	-8.8	-7.9	-14.3

# Continued.
canonical_smiles	mIAP block	mIAP activ	hIAP block	tim10-1 inh	hIAP act	NALP3 yeast inh	Apaf-1 inh	TIM10 inh	ATG4B inh
O=C(Nc1cc(Cl)ccc1N1CCOCC1)c1ccc(F)c(S(=O)(=O)N2CCOCC2)c1	4.3	0.957	-1.9	16.8	1.02	12.1	29.0	8.2	-4.4
CCOC(=O)c1c(NC(=O)C(C)S(=O)(=O)c2cn(CC)c3ccccc23)sc2c1CCCC2 (centres undefined)	12.3	0.877	1.5	11.8	0.985	10.7	18.1	10.5	-16.2
Nc1ccc(C(=O)OCCCc2nc3ccccc3[nH]2)cc1	-2.5	1.02	-8.9	-6.3	1.09	7.2	-3.5	-3.3	1.7
O=C(CSc1ccc(Cl)cc1)Nc1cccc(-c2nc3ncccc3o2)c1	16.7	0.833	6.2	3.4	0.938	28.6	13.9	9.5	-14.9
CCCCn1c(=O)[nH]c2c(oc3ccccc32)c1=O	9.0	0.91	0.3	-1.9	0.997	6.7	6.8	-3.2	1.7
CCOC(=O)N1CCC(NC(=O)c2oc3c(C)c(C)ccc3c2C)CC1	-0.8	1.01	-21.0	36.9	1.21	19.7	7.1	29.7	-2.9
Cc1ccc(C2(C)NC(=O)N(CC(=O)Nc3ccc4c(c3)CCC4)C2=O)cc1 (centres undefined)	-14.5	1.15	-16.4	1.8	1.16	20.9	23.4	5.5	2.2
O=S(=O)(c1cccc(C(F)(F)F)c1)N1CCCC1c1cccnc1 (centres undefined)	-7.6	1.08	6.2	12.8	0.938	4.7	-12.4	8.4	1.1
CN(C)CCN(C(=O)c1ccc(S(=O)(=O)N2CCc3ccccc32)cc1)c1nc2ccc(F)cc2s1	2.2	0.978	18.3	0.3	0.817	-4.0	4.2	9.1	-1.6
S=c1[nH]nc(CNc2cccc(Cl)c2)o1	18.5	0.815	-0.9	12.6	1.01	12.9	-11.6	0.1	-6.8
COc1cccc(NC(=O)c2ccccc2N2C(=O)C3C4C=CC(C5CC45)C3C2=O)c1 (centres undefined)	-2.1	1.02	-22.6	5.2	1.23	13.7	4.7	7.6	3.4
O=C(O)[C@H](Cc1ccccc1)NC(=O)N1CCCCCC1	-4.8	1.05	-15.3	-13.9	1.15	11.8	-6.0	-0.4	8.4
Clc1ccc(-n2nnnc2-c2ccccc2)cc1	4.1	0.959	1.8	25.7	0.982	-63.7	-5.6	24.8	15.9
COc1ccc([C@H]2CC(=O)C=C(c3cc(OC)ccc3OC)C2)cc1	5.5	0.945	11.1	8.1	0.889	29.4	11.5	-14.0	6.5
COc1ccccc1C(=O)N/N=C/c1ccc(Cl)s1	-1.2	1.01	-2.7	25.6	1.03	22.2	4.8	18.7	3.0
CS(=O)(=O)N(Cc1ccccc1)c1ccc(C(=O)NCCSCc2ccco2)cc1	7.1	0.929	-5.2	31.0	1.05	4.4	13.8	-4.1	14.4
CC(C)C(=O)Nc1ccc(Br)cc1Cl	0.5	0.995	-19.0	-13.0	1.19	16.9	12.3	15.7	-7.4
CSc1ncccc1C(=O)OCC(=O)c1ccccc1	-3.0	1.03	-0.2	-5.8	1	19.0	4.9	2.3	14.2
CC(C(=O)NCc1ccccc1)N1C(=O)CN(C)C(=O)c2ccccc21 (centres undefined)	-3.1	1.03	14.0	5.4	0.86	10.4	4.4	-27.6	-1.3
COc1ccc(NC(=O)CN(C)CC(=O)Nc2ccc3c(c2)CCC3)cc1	-8.2	1.08	8.5	16.4	0.915	3.8	3.9	13.2	-9.2
O=C(COC(=O)COc1cccc(C(F)(F)F)c1)NC1CCCC1	-3.8	1.04	4.1	12.2	0.959	6.0	2.3	-7.4	-11.4
O=C(COC(=O)c1cc(-c2ccc(Cl)s2)nc2ccccc12)NCc1ccco1	-1.7	1.02	-1.7	37.5	1.02	-1.1	13.0	15.0	6.9
O=C1Nc2ccc(Br)cc2C1=Nc1cccnc1	5.0	0.95	11.7	-46.0	0.883	-10.6	10.7	4.2	3.7
COC(=O)Nc1c(-c2ccccc2)nc2ccccn12	8.3	0.917	13.0	-0.6	0.87	6.8	-11.8	-10.7	-6.3
COc1cc(CC(NC(C)=O)C(=O)NC2CCN(C(=O)C3CC3)CC2)cc(OC)c1 (centres undefined)	-0.5	1	12.1	-7.7	0.879	8.3	-7.1	-16.6	1.6
O=C(NCC1CCCO1)c1onc(CSc2ccc(Cl)cc2)c1C(=O)O (centres undefined)	-6.3	1.06	1.5	13.8	0.985	1.8	1.9	-2.0	3.4
Cc1cccc[n+]1C1C(c2ccccc2)C(C#N)=C(C(=C=[N-])C#N)NC1(O)C1CC1 (centres undefined)	16.1	0.839	3.3	16.5	0.967	10.9	23.5	7.3	-11.7
O=C(NCc1c(O)ccc2ccccc12)c1ccccc1	-6.1	1.06	9.5	9.4	0.905	23.4	-0.2	9.6	-9.2
